# BH1578 lux ind = inducers of Vibrio cholerae quorum light production without autoinducers. activation, % at 18.7 µM. V. cholerae BH1578 lux reporter, luminescence, 6 h. actives 0.16% (n = 350,000); in the data active = activation mostly above about 9.7%, no sharp cut-off; note: not every result past the cut was called active; inactives centre near 0; reference of the scale not given here
# TcdB inh = blocks C. difficile toxin B glycohydrolase activity; inhibition, % at 9.99 µM; actives 0.24% (n = 350,000); TcdB glycohydrolase enzymatic assay, plate reader; P18177; in the data active = inhibition above about 10%
# Target sequence (P18177 whole entry, looked up): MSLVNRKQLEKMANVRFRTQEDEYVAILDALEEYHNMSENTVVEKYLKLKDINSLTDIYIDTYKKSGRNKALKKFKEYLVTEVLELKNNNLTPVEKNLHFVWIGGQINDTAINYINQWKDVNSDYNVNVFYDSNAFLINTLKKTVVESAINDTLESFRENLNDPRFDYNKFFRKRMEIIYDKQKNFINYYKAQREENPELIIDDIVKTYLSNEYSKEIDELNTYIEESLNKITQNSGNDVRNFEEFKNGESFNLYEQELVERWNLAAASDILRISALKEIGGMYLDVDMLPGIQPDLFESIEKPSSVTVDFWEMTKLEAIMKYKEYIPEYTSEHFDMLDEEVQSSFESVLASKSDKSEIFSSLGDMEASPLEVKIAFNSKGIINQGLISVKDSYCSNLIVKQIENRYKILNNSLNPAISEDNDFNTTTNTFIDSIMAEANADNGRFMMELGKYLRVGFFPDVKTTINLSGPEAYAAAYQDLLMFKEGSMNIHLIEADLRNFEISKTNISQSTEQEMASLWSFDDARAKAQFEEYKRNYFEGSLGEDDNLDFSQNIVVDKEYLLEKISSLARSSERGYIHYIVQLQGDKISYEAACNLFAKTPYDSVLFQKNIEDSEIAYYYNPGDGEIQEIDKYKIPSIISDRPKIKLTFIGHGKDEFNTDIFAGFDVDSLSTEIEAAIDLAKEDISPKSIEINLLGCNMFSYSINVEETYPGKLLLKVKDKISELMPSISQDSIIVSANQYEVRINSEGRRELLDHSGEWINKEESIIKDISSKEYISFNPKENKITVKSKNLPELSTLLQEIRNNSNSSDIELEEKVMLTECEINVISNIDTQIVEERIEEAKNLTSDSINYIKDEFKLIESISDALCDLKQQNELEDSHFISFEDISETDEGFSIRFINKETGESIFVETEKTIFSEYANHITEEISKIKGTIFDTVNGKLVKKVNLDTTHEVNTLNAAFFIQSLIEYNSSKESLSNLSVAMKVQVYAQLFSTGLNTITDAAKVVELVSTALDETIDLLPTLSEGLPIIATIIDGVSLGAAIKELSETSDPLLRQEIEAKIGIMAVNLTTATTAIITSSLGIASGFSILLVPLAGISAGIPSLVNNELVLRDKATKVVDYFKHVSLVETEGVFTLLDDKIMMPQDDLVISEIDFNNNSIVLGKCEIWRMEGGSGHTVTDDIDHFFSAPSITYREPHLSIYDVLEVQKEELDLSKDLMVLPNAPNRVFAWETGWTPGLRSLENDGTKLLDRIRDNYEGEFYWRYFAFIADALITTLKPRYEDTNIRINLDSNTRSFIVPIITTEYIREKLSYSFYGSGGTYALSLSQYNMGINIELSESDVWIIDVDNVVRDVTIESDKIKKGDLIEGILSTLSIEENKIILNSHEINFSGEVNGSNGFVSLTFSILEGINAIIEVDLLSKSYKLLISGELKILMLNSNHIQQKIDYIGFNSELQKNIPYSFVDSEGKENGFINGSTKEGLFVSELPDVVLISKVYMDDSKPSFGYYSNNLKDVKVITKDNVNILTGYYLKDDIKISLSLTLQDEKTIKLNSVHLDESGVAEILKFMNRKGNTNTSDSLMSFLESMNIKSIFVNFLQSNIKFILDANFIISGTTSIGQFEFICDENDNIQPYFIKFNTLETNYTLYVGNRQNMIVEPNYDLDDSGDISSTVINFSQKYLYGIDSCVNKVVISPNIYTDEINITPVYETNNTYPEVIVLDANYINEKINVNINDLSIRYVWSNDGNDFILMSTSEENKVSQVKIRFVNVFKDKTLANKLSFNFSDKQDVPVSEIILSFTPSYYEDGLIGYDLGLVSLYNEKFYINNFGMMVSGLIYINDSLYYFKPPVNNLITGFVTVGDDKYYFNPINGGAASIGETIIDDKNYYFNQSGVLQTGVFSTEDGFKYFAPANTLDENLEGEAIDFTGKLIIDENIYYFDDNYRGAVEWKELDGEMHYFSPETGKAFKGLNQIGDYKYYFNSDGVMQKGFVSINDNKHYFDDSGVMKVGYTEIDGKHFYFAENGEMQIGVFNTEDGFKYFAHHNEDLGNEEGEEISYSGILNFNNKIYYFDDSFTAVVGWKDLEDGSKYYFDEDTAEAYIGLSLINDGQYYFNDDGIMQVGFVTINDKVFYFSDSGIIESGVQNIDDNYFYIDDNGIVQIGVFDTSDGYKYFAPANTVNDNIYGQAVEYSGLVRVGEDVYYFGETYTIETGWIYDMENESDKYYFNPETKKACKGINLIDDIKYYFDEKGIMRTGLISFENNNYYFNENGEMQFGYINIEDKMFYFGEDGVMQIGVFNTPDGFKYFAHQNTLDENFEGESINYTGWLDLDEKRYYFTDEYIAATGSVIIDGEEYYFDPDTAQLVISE
# CCHFV vOTU inh = CCHFV vOTU protease inhibition; Pep-AMC fluorescence; inhibition, % at 11.5 µM; actives 0.55% (n = 370,000); AID 651958; in the data active = inhibition above about 30%; note: 0% = vehicle wells with enzyme and 100% = no enzyme wells
# PfHsp40 yeast = rescue of PfHsp40-mediated yeast toxicity. S. cerevisiae expressing PfHsp40, growth rescue, ATP luminescence. growth rescue, % at 12.5 µM. AID 504582. actives 0.68% (n = 340,000); in the data active = growth rescue above about 28%, passing the limit was not always enough;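 note: yeast W303a lacking pdr1 and pdr3 grown in galactose medium; growth measured after three days at 30 °C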
# VHR inh abs = DUSP3 (human) phosphatase inhibition. P51452. recombinant VHR phosphatase, pNPP absorbance. inhibition, % at 13.3 µM. actives 0.52% (n = 290,000); in the data active = inhibition above about 50%; note: some compounds called inactive have numbers as strong as hits
# Y pestis TopoI = blocks Yersinia pestis topoisomerase I activity; Y. pestis Topo-I cleavage product accumulation, plate reader; AID 504884; activity, % at 10 µM; actives 0.064% (n = 360,000); in the data active = activity above about 50%, passing the limit was not always enough; note: inactives centre near 2
# BoNT-A LC inh2 = blocks Botulinum neurotoxin A light chain protease; multiplex microsphere protease substrate cleavage, flow cytometry; inhibition, % at 10 µM; actives 0.17% (n = 360,000); AID 588499; note: plate controls were buffer without enzyme for full effect and enzyme alone for no effect
# SSB-PriA inh = inhibitors of Klebsiella pneumoniae PriA binding to SSB C-terminal tail; inhibition, % at 33 µM; AlphaScreen SSBct-PriA binding, biotinylated peptide; actives 0.6% (n = 430,000); in the data active = inhibition mostly above about 37%, no sharp cut-off; inactive = mostly below about 20%;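 note: plate controls were negative control peptide for no effect and reference peptide for full effect; strong numbers were not always called active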
# 3CLpro inhibitor = SARS-CoV 3CLpro protease inhibition; P0C6X7; inhibition, % at 6 µM; recombinant SARS-CoV 3CLpro, quenched FRET peptide cleavage; actives 0.14% (n = 290,000); in the data active = inhibition above about 12%
# Anthrax LF inh2 = inhibitors of Bacillus anthracis lethal factor protease; AID 588501; P15917; multiplex microsphere protease cleavage assay, LF; inhibition, % at 10 µM; actives 0.12% (n = 360,000); note: plate controls were buffer without enzyme for full effect and enzyme alone for no effect
# * hit, by the source's call; i = inactive; nt = not tested or not shown; & = joins results of further samples. Cut-off read from the data, not from the text of the source, unless noted: active = inhibition above about 30%; inconclusive = no clear call, values can overlap the other calls; inactive = below that. An excerpt. The share of hits here may be higher or lower than overall.
1	COc1ccc(N(CC(=O)Nc2ccc(S(=O)(=O)N3CCOCC3)cc2)S(=O)(=O)c2ccccc2)cc1
2	CC(Oc1ccc(F)cc1)C(=O)Nc1cc(S(=O)(=O)N2CCOCC2)ccc1N1CCCC1 (stereo unspecified)
3	Cc1ccc(-n2c(SCC(=O)N3CCC(C(=O)O)CC3)nc3ccccc3c2=O)cc1C
4	CCOc1ccccc1NC(=O)CSc1nc2[nH]ncc2c(=O)[nH]1
5	C/C(=N\Nc1ccc(Cl)cc1)c1ccncc1
Assay by compound	1	2	3	4	5
BH1578 lux ind	-0.4	-3.6	0.2	-0.7	i
TcdB inh	nt	-1.4	-4.4	2.5	-0.5
CCHFV vOTU inh	6	0	-7	0	8
PfHsp40 yeast	-1.2	-1.1	-0.6	-0.8	2.3
VHR inh abs	16	2	22	nt	-9
Y pestis TopoI	29	20	20	7	-2
BoNT-A LC inh2	-0.2	0.4	-1.4	1.3	2.1
SSB-PriA inh	-2	-2	-18	-16&-16	nt
3CLpro inhibitor	10	3	4	nt	-3
Anthrax LF inh2	-1	3	-2	5	-12

6	O=C(COC(=O)Cc1ccsc1)Nc1ccc(F)cc1Cl
7	S=C(Nc1ccc(Cl)cc1)NC1CCCCC1
8	CC(C)(C)N(Cc1ccccc1)C(=O)COC(=O)Cn1cnc2ccccc2c1=O
9	COc1cc(N(C(=O)Cc2cccs2)C(C(=O)NC2CCCCC2)c2cccc(OC)c2OC)ccc1-n1cnnn1 (stereo unspecified)
10	O=C(O)c1cccc(S(=O)(=O)Nc2ccccc2Oc2ccccc2)c1
Assay by compound	6	7	8	9	10
BH1578 lux ind	i	0.8	i	-0.2	i
TcdB inh	0.7	0.6	3.0	nt	-0.3
CCHFV vOTU inh	-6	-2	0	-1	9
PfHsp40 yeast	0.0	1.6	0.1	1.0	nt
VHR inh abs	nt	21	26	-4	nt
Y pestis TopoI	-1	-8	18	16	2
BoNT-A LC inh2	0.9	-5.9	0.1	-0.1	0.5
SSB-PriA inh	-3	-7	-1	-7	nt
3CLpro inhibitor	nt	3	1	2	nt
Anthrax LF inh2	-2	-7	1	0	-9

11	CCOc1ccc(N(C)S(=O)(=O)c2cc(-c3cc(C)no3)ccc2C(C)C)cc1
12	Cc1ccc(N(CC(=O)NC(C)C)C(=O)CCC(=O)Nc2nccs2)cc1
13	CCN1CCN(c2cc(C)c3cc(NC(=S)NCc4cccs4)ccc3n2)CC1
14	Cn1c(O)c(C2=c3ccccc3=NC2=O)sc1=Nc1ccc(Cl)cc1
15	O=C(Nc1ccc2c3c(cccc13)CC2)c1ccccc1
Assay by compound	11	12	13	14	15
BH1578 lux ind	i	i	-0.4	3.0	5.0
TcdB inh	-0.3	-1.0	0.6	nt	-6.9
CCHFV vOTU inh	27	-8	-5	4	16
PfHsp40 yeast	-1.9	-0.5	-1.8	-0.6	nt
VHR inh abs	-10	4	17	-3	nt
Y pestis TopoI	34	8	-25	-12	19
BoNT-A LC inh2	1.4	-1.8	-0.7	2.8	-0.1
SSB-PriA inh	4	-11	19	-3	nt
3CLpro inhibitor	7	0	6	2	nt
Anthrax LF inh2	1	-4	-2	0	-11

16	CCN(CC)c1ccc(CN(C(=O)c2cccs2)C2CCS(=O)(=O)C2)cc1 (stereo unspecified)
17	Cc1ccc(NC(=O)CSc2nnc(C)c(=O)[nH]2)cc1C
18	CCOc1ccc(NC(=O)CN2C(=O)S/C(=C/c3cccn3C)C2=O)cc1
19	Cc1cc(CNC(=O)c2cccc([N+](=O)[O-])c2C)c2ccccc2n1
20	CC1CCCCC1NC(=O)COc1ncnc2sccc12 (stereo unspecified)
Assay by compound	16	17	18	19	20
BH1578 lux ind	i	-5.6	0.2	-0.1	-2.6
TcdB inh	0.4	-1.3	-0.3	0.6	1.1
CCHFV vOTU inh	-38	5	6	10	5
PfHsp40 yeast	-0.6	0.6	-1.2	0.3	-0.5
VHR inh abs	-25	14	15	30	nt
Y pestis TopoI	22	0	3	-1	1
BoNT-A LC inh2	-0.8	-1.1	0.4	-2.3	-2.7
SSB-PriA inh	13	-6	-4	5	-2
3CLpro inhibitor	-3	4	0	5	nt
Anthrax LF inh2	-6	2	0	-2	-14

21	COc1ccc2c(c1)CC/C(=C\c1ccc(C)o1)C2=O
22	COP(=O)(OC)C(NS(=O)(=O)c1ccccc1)C(Cl)(Cl)Cl (stereo unspecified)
23	Cc1c(NC(=O)C2Cc3ccccc3CN2C(=O)c2ccco2)c(=O)n(-c2ccccc2)n1C (stereo unspecified)
24	Cc1ccc(CN(C(=O)COc2ccc([N+](=O)[O-])cc2)C2CCS(=O)(=O)C2)o1 (stereo unspecified)
25	Cc1ccc(O)c(CNc2ccccn2)c1
Assay by compound	21	22	23	24	25
BH1578 lux ind	i	-0.4	i	0.5	i
TcdB inh	2.5	2.3	nt	0.5	nt
CCHFV vOTU inh	-2	3	0	8	9
PfHsp40 yeast	5.7	0.6	-0.8	-0.4	0.0
VHR inh abs	1	19	23	1	25
Y pestis TopoI	-4	4	3	-1	0
BoNT-A LC inh2	-8.2	-0.5	-0.3	0.2	0.2
SSB-PriA inh	-1	-5	0	7	-9
3CLpro inhibitor	1	1	-2	-1	1
Anthrax LF inh2	-17	-4	1	-3	-2

26	COc1ccc(N/C=C/C(=O)c2ccccc2)cc1
27	O=C(Nc1ncc2c(n1)-c1ccccc1OC2)c1ccc(F)cc1
28	CC(C)N1CCc2c(sc(NC(=O)c3ccco3)c2C(N)=O)C1
29	COC(=O)c1cc(S(=O)(=O)Nc2nn(C)c3ccccc23)oc1C
30	Nc1ccc(-c2nnc(-c3ccccc3)o2)cc1
Assay by compound	26	27	28	29	30
BH1578 lux ind	i	i	-2.5	-0.4	i
TcdB inh	0.4	0.9	-1.1	1.3	0.2
CCHFV vOTU inh	3	-158	1	-6	-7
PfHsp40 yeast	24	1.0	0.7	-2.0	-0.4
VHR inh abs	24	35	8	-19	-1
Y pestis TopoI	-4	-8	7	-3	2
BoNT-A LC inh2	-3.3	-0.8	-0.7	3.6	2.5
SSB-PriA inh	-1	-3	8	-4	2
3CLpro inhibitor	-4	-2	-4	-1	-2
Anthrax LF inh2	-3	-7	-1	2	-2

31	CCC1(c2ccc(Cl)cc2)NC(=O)N(CC(=O)N2CCN(C(=O)c3ccco3)CC2)C1=O (stereo unspecified)
32	Cc1ccc(OCc2cn3cccnc3n2)cc1
33	CCC1S/C(=N\S(=O)(=O)c2cccs2)N(C2CCCCC2)C1=O (stereo unspecified)
34	CN(Cc1ccccc1)C(=O)CCCn1c(=O)[nH]c2cc(Cl)ccc2c1=O
35	CC(=O)NC12CC3CC(C1)CC(C(=O)N(C)CC(=O)Nc1cccc(F)c1)(C3)C2
Assay by compound	31	32	33	34	35
BH1578 lux ind	i	-0.3	i	-0.6	0.4
TcdB inh	6.9	nt	nt	nt	0.2
CCHFV vOTU inh	-9	-2	10	11	-3
PfHsp40 yeast	0.1	-1.6	0.2	1.6	-1.8
VHR inh abs	nt	3	18	7	nt
Y pestis TopoI	6	8	20	28	1
BoNT-A LC inh2	0.2	-0.5	-0.2	-0.3	0.3
SSB-PriA inh	-9	-4	nt	-5	-8
3CLpro inhibitor	nt	1	3	0	nt
Anthrax LF inh2	2	0	-2	-2	4

36	CN1CCN(c2ccc(CNC(=O)C3Cc4c(-c5ccc6c(c5)OCO6)ccnc4O3)cc2)CC1 (stereo unspecified)
37	CC(C)OCC1CC(CC(=O)NC(=S)Nc2cccc([N+](=O)[O-])c2)C(=O)O1 (stereo unspecified)
38	COc1ccc(N2CC(C(=O)N/N=C/c3cccs3)CC2=O)cc1 (stereo unspecified)
39	COc1ccc(-n2c(C)nc3c(cnn3-c3ccc(Cl)cc3)c2=O)cc1
40	CN(C)S(=O)(=O)N1CCN(C(=O)c2cccc(Br)c2)CC1
Assay by compound	36	37	38	39	40
BH1578 lux ind	-0.5	i	-2.0	-0.5	-0.7
TcdB inh	1.8	-0.1	0.1	nt	nt
CCHFV vOTU inh	0	0	11	4	8
PfHsp40 yeast	nt	-0.1	-1.2	0.6	-1.4
VHR inh abs	nt	35	4	4	23
Y pestis TopoI	5	2	0	7	12
BoNT-A LC inh2	0.1	-2.1	-0.3	-0.5	0.3
SSB-PriA inh	nt	-6	nt	-2	-6
3CLpro inhibitor	nt	2	0	3	-4
Anthrax LF inh2	-5	-2	0	-1	2

41	O=C(NCc1ccccc1)C(=O)NCC1COc2ccccc2O1 (stereo unspecified)
42	O=c1[nH]c(/C=C/c2ccccc2Cl)c([N+](=O)[O-])c(=O)[nH]1
43	COc1ccccc1Nc1nc(N)nc(CN2CCN(Cc3ccccc3)CC2)n1
44	CCn1cc(C(=O)N(CCC(C)C)c2c(N)n(Cc3ccccc3)c(=O)[nH]c2=O)c(=O)c2ccc(C)nc21
45	C=CCOc1ccccc1CN1CCCN(C)CC1
Assay by compound	41	42	43	44	45
BH1578 lux ind	-0.3	-1.6	-0.4	-1.1	i
TcdB inh	nt	-0.9	nt	0.6	0.5
CCHFV vOTU inh	12	2	-5	-10	-13
PfHsp40 yeast	-0.2	2.2	-0.1	0.1	-0.1
VHR inh abs	3	-9	40	33	-8
Y pestis TopoI	3	-3	1	7	0
BoNT-A LC inh2	0.6	1.1	1.5	0.8	1.2
SSB-PriA inh	5	-4	13	2	-1
3CLpro inhibitor	2	0	-1	4	-2
Anthrax LF inh2	-6	13	-5	3	-2

46	O=C(Nc1ccccc1C(F)(F)F)c1cc(-c2ccc(O)cc2)on1
47	CC(C)(C)c1ccc(S(=O)(=O)N2CCC(CO)(CC3CCCCO3)CC2)cc1 (stereo unspecified)
48	N/C(Cc1ccc([N+](=O)[O-])cc1)=N\OC(=O)CC1CCCCC1
49	COc1ccc(C2(c3ccc(OC)cc3)NC(=O)N(CC(=O)Nc3cc(C)on3)C2=O)cc1
50	COc1ccc(N2C(=O)C3CCCN3C2=S)cc1 (stereo unspecified)
51	Cc1ccc(S(=O)(=O)N2CCN(CC(=O)Nc3ccc(N4CCOCC4)cc3)CC2)cc1C
52	O=C(Nc1ccc(S(=O)(=O)N2CCCC2)cc1)C1CC(=O)N(CCc2ccc(F)cc2)C1 (stereo unspecified)
Assay by compound	46	47	48	49	50	51	52
BH1578 lux ind	i	-0.3	-0.3	i	i	-0.2	-3.3
TcdB inh	nt	1.1	nt	0.3	0.8	-2.0	-0.1
CCHFV vOTU inh	5	12	10	5	12	-13	4
PfHsp40 yeast	-0.7	-0.4	-1.0	1.5	0.8	1.0	-0.3
VHR inh abs	-7	34	-7	nt	29	-4	nt
Y pestis TopoI	-11	-9	0	8	-7	17	29
BoNT-A LC inh2	-0.2	-5.3	-1.0	-0.3	0.3	-0.5	3.0
SSB-PriA inh	-6	1	nt	-9	-6	17	-2
3CLpro inhibitor	9	9	7	nt	2	0	nt
Anthrax LF inh2	-1	-8	2	-5	-1	0	7

# High-throughput results from PubChem BioAssay.
